Assay outcomes as filed in PubChem BioAssay.
Epigenetic reg: epigenetic control regulation, reporter derepression | murine LDR cells, GFP reporter derepression, 30 h | Potency, µM (doses to about 53.9 µM), inactives show at the highest dose GFP activation, usual class: activators | actives 0.2% (n = 280,000); active = well fitted activation curve with a large enough effect; inconclusive = small, poorly fitted or top-dose-only effect; note: % of control where 0% means no effect; nearly all actives have a fitted effect of over 60% in size
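Readout is the number of GFP-expressing murine LDR cells, counted by cytometry following washing. Cells were treated with compound for 30 h at 37 C; the stably integrated CMV-GFP locus is normally silent.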
Lamin A splicing: changes lamin A minigene splicing in HeLa cells; HeLa LMNA splicing GFP/RFP minigene ratio, 48 h; Potency, µM (series often up to 46.1 µM), inactives show top-dose ratio change, negative = inhibition, actives largely listed as inhibitors; actives 0.01% (n = 200,000); AID 1487; active = well fitted inhibition curve with a large enough effect in the signal ratio, with a control signal flat, not every such curve was filed as active; inconclusive = small, poorly fitted or top-dose-only effect, or effect the other way, or a change in a side signal; the % refers to the signal ratio; note: % is set by controls: 0 for no effect and ±100 for the full control effect
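S3 HeLa stable clones carrying a lamin A-EGFP splicing minigene plus DsRed2 were seeded at 600 cells/well in Opti-MEM with 2% FBS, pin-dosed and incubated 48 h at 37°C. Acumen cytometry (488 nm) gave the GFP/RFP total-intensity ratio.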
Active calls of the source: *; ? = inconclusive; [ ] = dose if it differs, or a comment. Potency is the fitted concentration of half-maximal effect. Not all compounds are listed. The share of hits here may be higher or lower than overall.

SMILES | Epigenetic reg | Lamin A splicing
Cc1cccc(N2CCN(C(=O)c3sc4nc5n(c(=O)c4c3C)CCC5)CC2C)c1 (stereo not given) | 1.4% | 15%[46 µM]
Cc1cc2c(cc1S(=O)(=O)Nc1cccc(C#N)c1)OCC(=O)N2 | 2.2% | 4%[46 µM]
Cc1ccc(NC(=O)CN2CCN(C3CCCCC3)C(=O)C2=O)cc1 | -3.1% | 13%[46 µM]
CC(=O)c1ccc(N2CCN(S(=O)(=O)c3ccc4[nH]c5c(c4c3)CCCCC5)CC2)cc1 | 1.3% | 0%[46 µM]
CCc1ccc(NC(=O)CSC2=Nc3ccccc3C3=NC(CCC(=O)NCc4ccccc4)C(=O)N23)cc1 (stereo not given) | -0.2% | -2%[46 µM]
COc1ccc(-c2cn3c(n2)sc2cc(C(=O)Nc4ccc(C)c(C)c4)ccc23)cc1 | 0.0% | -2%[46 µM]
Cc1c(C(=O)N(C)C)sc2c1c(=O)n(-c1ccc(Cl)cc1)c(=O)n2Cc1ccccc1F | 1.2% | 12%[46 µM]
CC(C)CCNC(=O)c1c2c(nc3ccccc13)C(=O)N(C1CCCCC1)C2 | 0.8% | 20%[46 µM]
COc1ccc(Nc2ncnc3sc4c(c23)CCCC4)cc1 | -3.0% | ?
Cc1ccc(C)c(-c2nnc(NC(=O)c3ccc4c(c3)OCCO4)o2)c1 | 7.2% | ?
Cc1cccc(C(=O)Nc2cccc(C(=O)OCc3cc(=O)n4ccsc4n3)c2)c1 | 3.5% | ?
COc1ccc(CCNC(=O)c2cc(C)nc3c2c(C)nn3-c2ccc(C)cc2)cc1OC | -1.3% | -9%[46 µM]
COc1ccc(C2=CC(c3cccc(C)c3)n3nnnc3N2)cc1 (stereo not given) | -0.2% | -22%[46 µM]
COc1ccccc1CNC(=O)CCNS(=O)(=O)c1ccc2c(c1)CCCC(=O)N2 | -1.3% | 5%[46 µM]
CN(c1ccc(Cl)cc1)S(=O)(=O)c1nnc(NC(=O)c2ccco2)s1 | 0.0% | ?
O=C(COc1ccccc1)Nc1ccccc1C(=O)OCc1cc(=O)n2nc(C3CC3)sc2n1 | -0.4% | 15%[46 µM]
Cc1cc2c(=O)c(C(=O)c3ccncc3)cn(CC(=O)Nc3cccc(C)c3C)c2cc1C | 18% | -15%[46 µM]
CCOC(=O)Cn1c(=O)n(C2CCCCC2)c2nc(-c3ccccc3Cl)nc(C(N)=O)c21 | 1.7% | 5%[46 µM]
CCOc1ccc(N(C)C(=O)C2CCN(S(=O)(=O)c3c(C)noc3/C=C/c3ccc(C)cc3)CC2)cc1 | -1.7% | 6%[46 µM]
O=C(CSc1ccc2nc(-c3ccccc3)cn2n1)Nc1ccccc1 | -1.1% | ?
COc1ccc(NS(=O)(=O)c2cc(Br)cc3c2N(C(=O)C2CC2)CC3)cc1OC | 11% | -10%[46 µM]
CCOC(=O)c1noc2ncnc(Nc3cccc(C(F)(F)F)c3)c12 | 10% | -7%[46 µM]
CC1CCN(S(=O)(=O)c2cc(C(=O)NCc3ccc(N(C)C)cc3)n(C)c2)CC1 | -0.9% | ?
CC(C)Oc1ccc(CNS(=O)(=O)c2cnc(N)nc2)cc1 | 0.0% | -12%[46 µM]
Cc1ccc(N2CC(NC(=O)C3CCCC3)CC2=O)cc1 (stereo not given) | -2.1% | 10%[46 µM]
O=C(COc1ccccc1F)Nc1ccc2nc(SCc3ccccc3)sc2c1 | -2.4% | 6%[46 µM]
COCCNC(=O)CSc1nc(-c2ccc(C)cc2)nc2c1c(=O)n(C)c(=O)n2C | -4.1% | 1%[46 µM]
CCOC(=O)c1c(NC(=O)COc2ccc(Br)cc2)sc(C(C)=O)c1C | 1.1% | 8%[46 µM]
Cc1cccc(N(C)C(=O)CCS(=O)(=O)c2ccc3c(c2)oc(=O)n3C)c1 | 0.8% | -21%[46 µM]
Cc1cccc(N(C)C(=O)C2CCN(S(=O)(=O)c3cccc4nonc34)CC2)c1 | 0.0% | -4%[46 µM]
O=C(NC1CCCC1)c1cc(Nc2cccc(C(F)(F)F)c2)nc2ccccc12 | -0.4% | 25%[46 µM]
COc1ccc2c(c1)Cc1sc(NC(=O)c3cccc(Cl)c3)nc1-2 | -1.1% | ?
CCN1CCC(N(Cc2ccc3c(c2)OCO3)C(=O)Nc2ccccc2OC)CC1 | -1.2% | 2%[46 µM]
O=C(NCCc1csc(-c2ccc(F)cc2)n1)c1cccc(F)c1 | 5.1% | 6%[46 µM]
COc1ccccc1C(=O)Nc1nnc(SCc2cc(=O)n3ccc(C)cc3n2)s1 | 5.3% | -2%[46 µM]
COc1ccccc1NC(=O)C(=O)NCCc1csc(-c2cccc(F)c2)n1 | 2.5% | -5%[46 µM]
O=C(NCC(c1cccnc1)N1CCc2ccccc21)c1ccc(F)c(F)c1 (stereo not given) | 2.2% | 5%[46 µM]
O=C(CSc1nc2c([nH]c3ccccc32)c(=O)n1-c1ccc(F)cc1)N1CCc2ccccc21 | 3.6% | 6%[46 µM]
CN1C(=O)c2ccccc2Sc2ccc(NC(=O)COc3ccc(F)cc3)cc21 | -1.3% | ?
COc1ccccc1C(=O)Nc1nnc(S(=O)(=O)N2CCN(c3ccc(F)cc3)CC2)s1 | 3.7% | ?
Cc1ccc(C)c(NC(=O)c2cc(S(=O)(=O)NCc3ccccc3)ccc2F)c1 | 0.6% | -3%[46 µM]
Cc1cccn2c(=O)c3cc(C(=O)NCCc4ccc(S(N)(=O)=O)cc4)n(C)c3nc12 | 0.8% | -1%[46 µM]
Cc1c(C(=O)NCc2ccc(F)cc2)sc2nc3n(c(=O)c12)CCC3 | -1.1% | 22%[46 µM]
Fc1ccc(Nc2nc(SCc3ccccc3F)nc3ccccc23)cc1 | -0.2% | ?
CSc1cccc(NC(=O)C2CCN(S(=O)(=O)c3ccc4c(c3)CCCN4C(=O)C3CCC3)CC2)c1 | 0.0% | -8%[46 µM]
CCOC(=O)c1cc(-c2ccc(OC)cc2)n(CCC(=O)NCc2ccccc2OC)c1C | 7.4% | -4%[46 µM]
COc1ccc(NC(=O)CSc2nc3ccccc3n2CC(=O)N(C)C2CCCCC2)cc1 | -3.1% | -10%[46 µM]
CCOc1ccccc1CNC(=O)c1nc(-c2ccc(Cl)cc2)n2c1CCCCC2 | 1.2% | -5%[46 µM]
COc1ccc(C2=CC(c3ccc(F)cc3)n3ncc(C(=O)Nc4ccc(C)cc4)c3N2)cc1 (stereo not given) | 1.1% | ?
Cc1cccc2sc(N(Cc3cccnc3)C(=O)CCS(=O)(=O)c3ccccc3)nc12 | 2.7% | ?
CCN(CC)S(=O)(=O)c1ccc2c(c1)nc(CN(C)C(=O)c1cccc(Cl)c1)n2C | -3.3% | ?
Cc1ccc(C)n1-c1c(C(=O)NCC(C)c2ccccc2)sc2ncccc12 (stereo not given) | 1.7% | ?
OCCN1CCN(C(c2ccccc2Cl)c2sc3nc(-c4ccco4)nn3c2O)CC1 (stereo not given) | 1.4% | 9%[46 µM]
CCOc1cccc2cc(-c3nnc(Nc4ccc(F)c(Cl)c4)s3)c(=O)oc12 | -1.3% | ?
CSCCC(NS(=O)(=O)c1ccc2c(c1)oc(=O)n2C)C(=O)Nc1ccc(F)c(Cl)c1 (stereo not given) | -1.2% | -24%[46 µM]
COc1ccccc1CNC(=O)CCc1c(C)nn(-c2ccc(N3CCCC3)nn2)c1C | 0.0% | ?
COC(=O)c1ccccc1NC(=O)Cn1c(=O)cc(C)c2c(C)nn(C)c21 | 0.0% | -7%[46 µM]
Cc1ccc2onc(CC(=O)N3CCN(c4ccccc4F)CC3)c2c1 | 0.0% | ?
CCOC(=O)c1ccc(NC(=O)c2c(C)oc3nc(C)nc(N4CCCC4)c23)cc1 | 2.5% | 1%[46 µM]
CCn1c2c(c(=O)n3ncc(C(=O)Nc4ccc(F)cc4Cl)c13)CN(Cc1ccc(OC)cc1)CC2 | 8.5% | -4%[46 µM]
Going on with the list.
SMILES | Epigenetic reg | Lamin A splicing
Cc1ccc(NC(=O)c2ccc(CN3CC(=O)N4CCCCC4C3=O)cc2)c(C)c1 (stereo not given) | -1.2% | ?
COc1ccc(CNC(=O)CCCN2C(=O)CSc3c2c(C)nn3-c2ccccc2)cc1 | 0.0% | -4%[46 µM]
CCC(Sc1nc2cc3c(cc2c(=O)n1CCCC(=O)NCc1ccc(OC)cc1)OCO3)C(=O)NCCCOC (stereo not given) | -0.2% | ?
CSc1cccc(Nc2cc(C(=O)NCCCN(C)c3ccccc3)c3ccccc3n2)c1 | -0.2% | 7%[46 µM]
COc1ccc(NC(=O)Cn2c(SCc3ccc(C)cc3)nc3cccnc32)c(OC)c1 | 2.5% | -7%[46 µM]
COc1ccccc1Cn1c(CNS(=O)(=O)c2ccc(C(C)C)cc2)nc2cccnc21 | 0.8% | -3%[46 µM]
O=C(CSc1nc2ccsc2c(=O)n1-c1ccc(Br)cc1)NCc1ccccc1 | ? | -2%[46 µM]
CN(C(=O)CSc1nnc2[nH]c(=O)cc(-c3ccccc3)n12)c1ccccc1 | ? | -6%[46 µM]
CCC1CN(C(=O)N2CCC(C(=O)NCCCc3ccccc3)CC2)c2ccccc2O1 (stereo not given) | 0.8% | ?
CCCSCCCNC(=O)CN1C(=O)CCn2nc(-c3cn(C)c4ccccc34)cc21 | 1.7% | -2%[46 µM]
Cc1nc(-c2ccc(Cl)cc2)sc1CCNC(=O)C(=O)Nc1ccc(F)cc1F | 5.1% | ?
CCOc1ccc(C(=O)NCC(c2ccco2)S(=O)(=O)c2cccs2)cc1 (stereo not given) | 1.2% | -8%[46 µM]
O=C(Nc1ccc(F)cc1F)c1cc(-c2ccccc2O)no1 | 0.0% | 2%[46 µM]
CCN(CC)S(=O)(=O)c1cccc(C(=O)Nc2ccccc2C(=O)Nc2ccc(Cl)cc2)c1 | -1.1% | 8%[46 µM]
CCOC(=O)c1cc(S(=O)(=O)Nc2cc(OC)ccc2OC)[nH]n1 | 1.7% | 5%[46 µM]
COc1ccccc1CNc1ncnc2c1c(-c1ccccc1)cn2-c1cccc(C)c1 | -1.2% | -11%[46 µM]
COc1ccc2c(c1)CC(NC(=O)Nc1ccc(NC(C)=O)cc1)CO2 (stereo not given) | 13% | 3%[46 µM]
CNC(=O)C1CCC(Cn2c(=O)c3sccc3n(CC(=O)NCc3cccc(OC)c3)c2=O)CC1 (stereo not given) | 1.5% | ?
Cc1cccc(CS(=O)(=O)CC2Nc3ccc(C(=O)NCc4ccccc4)cc3NC2=O)c1 (stereo not given) | 5.1% | ?
COc1ccc(OC)c(S(=O)(=O)NCC(c2ccco2)S(=O)(=O)c2ccccc2)c1 (stereo not given) | 1.4% | -6%[46 µM]
COc1ccc(NC(=O)c2nnn(CC(=O)Nc3ccc(C)c(C)c3)c2N)cc1OC | 0.0% | 4%[46 µM]
Cc1cccc(CCNC(=O)c2ccc3c(c2)nc2n3CCC(C)C2)c1 (stereo not given) | 13% | ?
O=C(Cn1c(-c2cccs2)cc2ccccc21)NCc1ccccc1Br | -1.6% | -12%[46 µM]
CN(C)CCNC(=O)c1ccc2nc(Cc3ccccc3)oc2c1 | 0.0% | ?
O=C(Nc1ccc(C(=O)OCc2cc(=O)n3c4c(sc3n2)CCCC4)cc1)c1ccc(F)cc1 | -3.0% | 8%[46 µM]
CC(=O)NCC(c1ccc2c(c1)OCO2)N1CCN(c2ccccc2)CC1 (stereo not given) | 0.8% | 0%[46 µM]
O=S1(=O)c2ccccc2N(Cc2ccccc2Cl)c2ccccc21 | 0.0% | ?
